Compound activity: PubChem, National Center for Advancing Translational Sciences (NCATS)
MCF10A rerep: DNA re-replication induction in MCF 10a cells | MCF 10A DNA re-replication, Hoechst nuclear intensity, 48 h | Potency, µM (titrated, usually from 46.1 µM), for inactives: at the highest dose activity, positive = re-replication, actives largely listed as activators | hit rate 2.9% among 350,000 | AID 624296; further: potency means the concentration at half of the fitted maximal effect; % of control where 0% means no effect; nearly all actives have a fitted effect of over 50% in size
KB-3-1 cytotox: kills parental KB-3-1 adenocarcinoma cells. KB-3-1 viability, CellTiter-Glo ATP luminescence, 72 h. Potency, µM (titrated, usually from 46.1 µM), for inactives: top-dose activity change, negative = cytotoxic, usual class: cytotoxic. hit rate 1.4% among 400,000; further: potency means the concentration at half of the fitted maximal effect; on the % scale 0 is the no-effect control and ±100 the full control effect; nearly all actives have a fitted effect of over 60% in size
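Parental KB-3-1 adenocarcinoma cells in phenol-red-free DMEM with 10% FBS were pin-treated with compounds at several concentrations, incubated 72 h at 37 °C, and viability read by CellTiter-Glo luminescence; concentration-effect curves were fitted after normalization.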
HepG2 viability: kills HepG2 cells in TGF-b inhibitor counter-screen; hit rate 0.76% among 410,000; Potency, µM (titrated, usually from 46.1 µM), for the others: top-dose activity change, negative = cytotoxicity, most hits filed as cytotoxic; AID 588856; HepG2 CAGA-GFP viability, ATP luminescence, 18 h; further: potency means the concentration at half of the fitted maximal effect; some results filed as inactive show a strong effect at the top dose
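CellTiter-Glo luminescence gave cytotoxicity after 18 hours at 37 degrees C. The cells were HepG2 CAGA-GFP in 1% FBS DMEM, stimulated with 500 pg/mL TGF-beta after compound addition. %Activity was normalised to no-cell wells (complete cell-killing) and DMSO (no toxicity), and curves were fitted and classified.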
SW480 rereplic: induces DNA re-replication in SW480 colon adenocarcinoma cells; SW480 DNA re-replication, Hoechst DNA content imaging, 48 h; hit rate 1.8% among 340,000; Potency, µM (series often up to 46.1 µM), inactives show at the top dose re-replication activation, hits mostly activators; further: potency means the concentration at half of the fitted maximal effect; % of control where 0% means no effect; nearly all actives have a fitted effect of over 55% in size
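Compounds, transferred as 23 nL by pin tool, were incubated with cells for 48 hr; DNA content per nucleus was then quantified by Hoechst staining and fluorescence plate imaging.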
ATXN2 expr inh: ATXN2 expression inhibition | hit rate 0.72% among 360,000 | HEK-293 ATXN2-luciferase reporter, luminescence, 24 h | Potency, µM (titrated, usually from 57 µM), for the others: at the highest dose activity change, negative = inhibition, hits mostly inhibitors; further: potency means the concentration at half of the fitted maximal effect; on the % scale 0 is the no-effect control and ±100 the full control effect; nearly all actives have a fitted effect of over 55% in size
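ATXN2-luciferase reporter cells (luciferase flanked by upstream and downstream ATXN2 gene portions) were treated 24 h at 37 °C with compounds at up to 57 uM. SteadyGlo luminescence gave expression; GF-AFC fluorescence gave viability.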
ATXN viability: reduces viability in counter-screen for ATXN expression inhibitors; S2 cells (HEK-293 line with an ATXN2-luciferase reporter) viability, CellTiter-Fluor protease fluorescence, 24 h; Potency, µM (series often up to 56.7 µM), usual class: cytotoxic; hit rate 0.49% among 400,000; further: potency means the concentration at half of the fitted maximal effect; nearly all actives have a fitted effect of over 40% in size
HT1080 IDH1KD tx: kills HT-1080 cells with IDH1 knockdown | hit rate 2% among 360,000 | HT-1080 IDH1 knockdown viability, ATP luminescence, 48 h | Potency, µM (doses to about 46.1 µM), without a hit: top-dose activity, negative = toxicity, actives largely listed as cytotoxic;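 further: potency means the concentration at half of the fitted maximal effect; 0% = DMSO wells and -100% = cell-free medium wells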
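Assay cells: HT-1080 with IDH1 knockdown, 750 per well, RPMI/5% FBS. Exposure: 48 h at 37 °C following 2 h pre-incubation. Read: CellTiter-Glo luminescence; fitted concentration-response, curve class assigned.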
HT1080-NT tox: kills 2HG-producing HT-1080-NT fibrosarcoma cells; hit rate 1.6% among 360,000; HT-1080-NT fibrosarcoma viability, CellTiter-Glo ATP luminescence, 48 h; Potency, µM (top dose mostly 46.1 µM), for inactives: top-dose activity, negative = less viability, actives largely listed as cytotoxic;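 further: NT is the 2HG producing partner of a matched IDH1 knockdown line; potency means the concentration at half of the fitted maximal effect; 0% = DMSO-treated cells and -100% = media-only wells without cells; nearly all actives have a fitted effect of over 55% in size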
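Fibrosarcoma NT cells, 750 per well in 5% FBS RPMI, were exposed to compound for 48 hours. Viability: CellTiter-Glo luminescence.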
IL-1B inflam inh: blocks inflammasome-driven IL-1 beta release; THP-1 LPS/ATP IL-1B secretion, AlphaLISA, 16 h; active compounds read low; activity change, % at 57.5 µM; hit rate 4.7% among 360,000; AID 743279; in the data active means activity change below about -50%; inconclusive means mostly about -30% to -49%; further: on the % scale 0 is the no-effect control and ±100 the full control effect
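Secreted IL-1B measured by AlphaLISA bead assay after 16 h compound exposure of THP-1 cells; compounds (final up to 57.5 uM) added 1 h before LPS (250 ng/mL) and ATP (1.25 mM) stimulation; lower signal means less secretion.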
* = called active by the depositor; i = inactive; ? = inconclusive; . = not tested or not shown; [ ] = another dose, or the depositor's remark. Unless noted, the call rests on the fitted dose curve; in most records, active means well fitted curve in the direction sought with a large enough effect; inconclusive means small, poorly fitted or top-dose-only effect, or another doubt; inactive means no such curve, though single readings can be large; an effect the other way counts as inactive or inconclusive.

Results follow in this order: ATXN viability, SW480 rereplic, HT1080 IDH1KD tx, HT1080-NT tox, ATXN2 expr inh, KB-3-1 cytotox, IL-1B inflam inh, MCF10A rerep, HepG2 viability
COc1ccc(C(=O)CSc2nc(=O)n(Cc3cccnc3)c3c2CCC3)cc1
  i, 4%, 10%, 5%, 26%, -20%, -15, 5%, -1%
CN(C)CCNC(=O)c1cccc(-c2cc(NC=O)c3ncc(-c4cccc(C(F)(F)F)c4)n3c2)c1
  28µM*, ., 16µM*, 29µM*, 22µM*, -25%, -109*, ., 20µM*
CCc1ccc(C(C(=O)NCc2ccc(OC)cc2)N(CCOC)C(=O)Cc2cccs2)cc1 (configuration not stated)
  i, 19%, -25%, ?, -5%, 4%, -55*, -16%, -28%
CCOC(=O)N1CCC(N2C(=O)c3ccccc3C2Nc2cccnc2)CC1 (configuration not stated)
  i, -3%, 10%, -3%, -10%, -2%, -25, 11%, 1%
COc1ccc(-c2nc(CN3CCN(c4ncnc5ccccc45)CC3)c(C)o2)c(OC)c1
  i, 1%, -23%, -16%, ?, ?, ?, ?, -62%
O=C(O)c1ccc(-c2nn3c(=O)cc(N4CCNCC4)nc3s2)cc1
  i, ., ., ., 8%, 0%, ., ., -36%
C(=N\N(c1ccccc1)c1ccccc1)/c1ccc2c(c1)OCO2
  i, 8%, -6%, 0%, -5%, -15%, -21, -1%, -17%
CCOC(=O)c1ccc(Oc2nc(OC)nc(N(C)C)n2)cc1
  i, -6%, 1%, -5%, 1%, 14%, 16, -1%, -3%
Cc1cc(NC(=O)CCC(=O)N(Cc2ccccc2)C2(C(=O)NC3CCCCC3)CCCC2)no1
  ?, 10%, -7%, -9%, -4%, -1%, -7, ?, 6%
O=C(N/N=C/c1ccc([N+](=O)[O-])cc1)c1ccc(NS(=O)(=O)c2cccs2)cc1
  ?, -9%, 0%, 2%, ., 4%, -14, -2%, -30%
Cc1csc(SC(C)C(=O)NC2CCCCC2C)n1 (configuration not stated)
  ?, 13%, 5%, 0%, 3%, 2%, 4, 9%, 6%
COC(=O)c1ccc(CNC(=O)c2ccc(OC)c(S(=O)(=O)NC3CCCC3)c2)cc1
  i, -14%, 1%, -4%, -7%, -31%, 0, 16%, 9%
Cc1cccc(N(C(=O)CNC(=O)c2ccco2)C(C(=O)NC2CCCC2)c2cccnc2)c1C (configuration not stated)
  i, ., 16%, 25%, 9%, -4%, 12, ., -2%
CCOC(=O)CCC(=O)Nc1cc(S(=O)(=O)N2CCOCC2)ccc1N1CCCCC1
  i, ?, 4%, -1%[9.24 µM], -5%, 3%, 5, -1%, -19%
Cc1oc2ccc(NS(=O)(=O)c3ccc(C(C)(C)C)cc3)cc2c1C(=O)Nc1ccccc1
  ?, -2%, -25%, -16%, -11%, -28%, ?, 3%, -11%
CC(=O)Nc1ccc(C(=O)Nc2cccc(S(=O)(=O)NC3=NCCC3)c2)cc1
  i, 8%, 1%, -1%, 1%, 0%, 9, 7%, -20%
COc1ccc(/C=C(\NC(=O)c2ccc(OC)cc2)C(=O)Nc2cccc(C(=O)O)c2)cc1
  i, 4%, 7%, 9%, 27%, 24%, 2, -1%, 21%
O=C(CSc1nnc2ccccn12)NC(=O)c1ccccc1
  i, -2%, 0%, 8%, ., 0%, 1, -7%, -2%
CCN(CC)C(=O)c1ccc(-c2ccccc2)cc1
  i, -64%, 1%, 16%, 22%, 11%, 6, -38%[inhibitor], -7%
CN(Cc1ccccc1Br)C(=O)CSc1nnnn1C1CC1
  i, -13%, 10%, 9%, ., 2%, -2, 6%, -32%
O=C(COC(=O)c1ccncc1)NCc1ccccc1
  i, -2%[9.22 µM], 9%, 9%, 4%, 20%, 3, 18%, -1%
O=C(/C=C/c1ccccc1)NC(NC(=S)Nc1cc(Cl)ccc1Cl)C(Cl)(Cl)Cl (configuration not stated)
  ?, -6%, ?, ?, ?, ?, -66*, 0%, -7%
CN(CC(=O)Nc1cccc(F)c1)CC(=O)N1CCCCC1
  i, -1%, 2%, 3%, 2%, -7%, 8, 13%, 1%
S=C1NC[C@H](c2ccccc2)N1CCCCC1CCCCC1
  ?, 6%, -3%, -3%, ?, -2%, 21, ?, 11µM*
Cc1cc([N+](=O)[O-])nn1CCCC(=O)Nc1sc2c(c1C(N)=O)CCCC2
  i, -2%, 6%, 16%, -13%, 2%, ?, -5%, -23%
C=CC[C@H](CC(=O)N(CCO)Cc1ccccc1)C(=O)NCCOC(=O)[C@@H](CC=C)CC(=O)OC(C)(C)C
  i, 0%, -2%, 3%, -11%, -3%, -2, -3%, -33%
COCCN1Cc2cccc(C(=O)Nc3ccc(S(=O)(=O)N4CCOCC4)cc3)c2C1=O
  i, -15%, 11%, 3%, -15%, -17%, -14, 1%, -2%
COc1ccc(/C=C/C(=O)c2ccc(O)cc2)cc1COc1ccc(F)cc1
  i, -10%, ?, ?, ?, -13%, -98*, 4%, 16µM*
O=C(NCc1ccccc1F)c1cc2ccccn2n1
  i, ., ., ., 20%, 14%, ., ., -6%
N#Cc1ccc(-c2cccnc2)nc1SCC(=O)c1ccccc1
  i, ?, ?, ?, 34%[activator], -1%, 39, ?, -152%

Record cards (already shown). Order of screens: ATXN viability | SW480 rereplic | HT1080 IDH1KD tx | HT1080-NT tox | ATXN2 expr inh | KB-3-1 cytotox | IL-1B inflam inh | MCF10A rerep | HepG2 viability
Profile of O=C(NCc1ccccc1F)c1cc2ccccn2n1 : i | . | . | . | 20% | 14% | . | . | -6%
Profile of CCc1ccc(C(C(=O)NCc2ccc(OC)cc2)N(CCOC)C(=O)Cc2cccs2)cc1 (configuration not stated) : i | 19% | -25% | ? | -5% | 4% | -55* | -16% | -28%

(listing goes on)
Results follow in this order: ATXN viability, SW480 rereplic, HT1080 IDH1KD tx, HT1080-NT tox, ATXN2 expr inh, KB-3-1 cytotox, IL-1B inflam inh, MCF10A rerep, HepG2 viability
Cn1cc(S(=O)(=O)NCc2ccco2)c(=O)n(C)c1=O
  ?, -26%, -2%, 6%, -15%, 13%, 26, 5%, 10%
CC1CN(C(=O)COC(=O)c2ccc(Cl)c(N)c2)CC(C)O1 (configuration not stated)
  i, -7%, 18%, 16%, 4%, 13%, 17, ?, 6%
CC(C)Cn1c(N)c(C(=O)COC(=O)C2CC(=O)N(c3ccc4c(c3)OCCO4)C2)c(=O)n(C)c1=O (configuration not stated)
  i, 2%, 0%, 9%, 5%, -5%, 13, ?, 17%
O=C(NCCN1C(=O)C2C3C=CC(C3)C2C1=O)N1CCOCC1 (configuration not stated)
  i, -4%, 9%, -3%, -3%, 0%, -13, 3%, 0%
Fc1cccc(F)c1/C=N/Nc1ccccn1
  i, 27%, 1%, 1%, 39%[activator], -2%, 20, ?, -25%
Cc1ccc(NC(=O)CSc2nnc([C@H](C)NC(=O)OC(C)(C)C)o2)c(C)c1
  i, -75%[inhibitor], 7%, 16%, 17%, 10%, 15, 0%, 18%
CCN(CC)c1ccc(NC(=O)COc2ccccc2C)cc1S(=O)(=O)Nc1ccccc1OC
  i, 3%, 16%, 18%, 2%, 5%, 11, -3%, 3%
Cc1cc(OC(C)C(=O)NCc2cccnc2)c2c(C)c(C)c(=O)oc2c1 (configuration not stated)
  i, -2%, 0%, 1%, 0%, 5%, 27, 0%, 1%
CC1Cc2ccccc2N1C(=O)c1ccc(N2CCCC2)c([N+](=O)[O-])c1 (configuration not stated)
  i, ?, -19%, -18%, ?, -6%, -82*, ?, -40%
Cc1nnc(SCc2nnc(-c3ccccc3)o2)n(N)c1=O
  i, 0%, 9%, 2%, 18%, -2%, -11, 19%, 6%
Cc1cc(C(=O)NCCc2ccc(Cl)cc2)no1
  i, -25%, 3%, -5%, 19%, -9%, -21, 6.5µM*, -1%
Nc1cc(=O)[nH]c(SCC(=O)Nc2ccccc2-c2ccccc2)n1
  i, -7%, 3%, 4%, 4%, 4%, 42, -7%, -15%
O=C(COC(=O)COc1ccc(Br)cc1)NCCC1=CCCCC1
  i, -1%, 15%, 13%, -10%, 9%, 10, ?, -1%
NS(=O)(=O)c1ccc(NC(=S)N2CCc3ccccc32)cc1
  i, -16%, -1%, -1%, 1%, 2%, 26, -29%, -25%
Cc1ccccc1CNC(=O)C1CCCN(c2nnc(-n3c(C)ccc3C)s2)C1 (configuration not stated)
  i, ., ., ., 2%, -30%, ., ., -24%
COc1ccccc1-n1c(SCC(=O)NC(C)(C)C)nc(O)c(Cc2ccccc2)c1=O
  i, -3%, -4%, -5%, -1%, -1%, 3, -6%, -16%
CC1(C)CC(OC(=O)c2ccco2)CC(C)(C)N1O
  i, 0%, 15%, 13%, -2%, 2%, 0, -7%, 13%
CCc1sc(C(=O)N(CCOC)c2c(N)n(Cc3ccccc3)c(=O)[nH]c2=O)cc1C
  i, ., -1%, 3%, ., 4%, -16, ., 2%
Cc1cc(N2C(=O)C(=O)/C(=C(/O)c3ccc(F)cc3)C2c2ccc(F)cc2)no1 (configuration not stated)
  i, -3%[9.22 µM], -7%, -26%, -12%, 7%, 0, 1%, -9%
N/C(=N\OC(=O)c1ccc(Cl)cc1)c1nonc1N
  i, -7%, 2%, ?, 2%, -1%, -4, -8%, 2%
Cc1ccc(CN2CCN(/N=C/c3ccc(N(C)C)cc3)CC2)cc1
  i, -13%, 0%, 9%, 0%, -2%, 25, -1%, 1%
O=C1c2ccccc2CCC12N=NCC2c1ccc(Cl)cc1 (configuration not stated)
  i, -2%, 2%, -2%, 4%, 3%, 11, -1%, -25%
CC1CN(CCOc2ccc(F)cc2)CC(C)O1 (configuration not stated)
  i, -28%, 11%, 5%, -13%, 9%, 0, 8%, -6%
NC(=O)c1ccc(NC(=O)COC(=O)CCN=C2NS(=O)(=O)c3ccccc32)cc1
  ?, -10%, 8%, 5%, -2%, 15%, 0, -1%, 3%
